MT1-MMP txn act: MT1-MMP promoter reporter activation – cell-based, luciferase luminescence, primary screen | AID 750, 2007 | activation factor at 10 µM | HT1080 MT1-MMP promoter luciferase reporter, overnight; active compounds read high | 0.16% of 86,000 active;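 active = activation factor of at least 2 for MT1-MMP transcription at 10 µM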
IL1B cytotox: cytotoxicity in IL-1B stimulated HUVEC, primary screen, cytotoxicity control for IL-1B NFkB translocation project, imaging, Hoechst nuclear count, IL-1B stimulus. HUVEC cell count loss. cell count reduction, % at 2 µM. 0.41% of 94,000 active. AID 845, 2007;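 active = cell count reduction more than 3 SD above the screen-wide mean, cut at about 70% in these data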;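 note: normalized per plate to untreated control cells as the no-loss baseline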
Smad3 FoxH1 inh: Smad3/FoxH1 peptide binding inhibitors, primary screen, biochemical, TR-FRET | 0.29% of 88,000 active | inhibition, % at 25 µM | TR-FRET Smad3/Dy647-FoxH1 peptide binding, europium anti-His | Mothers against decapentaplegic homolog 3 (Homo sapiens), P84022;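 active = compounds that reduce the energy-transfer binding signal between the protein and its labelled peptide by more than half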;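 note: 0% = Smad3 plus labelled peptide maximal FRET and 100% = peptide-only background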
Target sequence (P84022 whole entry, looked up): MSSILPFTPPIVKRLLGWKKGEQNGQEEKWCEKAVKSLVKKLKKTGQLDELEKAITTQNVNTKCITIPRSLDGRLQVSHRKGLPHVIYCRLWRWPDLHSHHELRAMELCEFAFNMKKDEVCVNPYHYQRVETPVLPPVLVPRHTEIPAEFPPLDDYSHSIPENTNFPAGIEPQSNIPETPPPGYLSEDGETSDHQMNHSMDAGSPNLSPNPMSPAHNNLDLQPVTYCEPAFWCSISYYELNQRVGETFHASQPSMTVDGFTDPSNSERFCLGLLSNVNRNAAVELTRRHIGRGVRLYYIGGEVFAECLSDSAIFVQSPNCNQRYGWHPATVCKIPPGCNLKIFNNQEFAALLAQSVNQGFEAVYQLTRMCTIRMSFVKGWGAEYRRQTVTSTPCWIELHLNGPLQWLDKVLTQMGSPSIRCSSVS
VCAM1 TNFa inh: inhibitors of TNFa-induced VCAM1 expression, primary screen, imaging, HUVEC, TNFa stimulus, immunofluorescence. HUVEC TNFa-induced VCAM-1 immunofluorescence, high-content imaging. inhibition, % at 2 µM. 0.48% of 95,000 active;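 active = inhibition above the batch mean plus 3 SD, with images confirmed as a hit by eye, cut at about 37% in these data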;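 note: 0% = TNF-stimulated DMSO wells and 100% = unstimulated control wells; not every result past the cut was called active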
Candida biofilm: clotrimazole potentiators killing Candida biofilms, primary screen, with clotrimazole, Alamar Blue; inhibition, % at 6 µM; C. albicans biofilm + clotrimazole; 0.14% of 85,000 active;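 active = inhibition above 20%; inactive = inhibition below 20%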;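 note: preformed 24 hr biofilms exposed to compound for 48 hr; 0% = biofilm without compound and 100% = blank killed by clotrimazole plus chlorhexidine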
LYP inh 2: PTPN22 phosphatase inhibitors, primary screen, biochemical, DiFMUP fluorescence, 2 µM; 0.21% of 96,000 active; recombinant LYP catalytic domain; Tyrosine-protein phosphatase non-receptor type 22 (Homo sapiens), Q9Y2R2; inhibition, % at 2 µM; AID 640, 2007;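 active = inhibition at 2 µM at or above a set limit, the screen mean plus 3 SD, cut at about 24% in these data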;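 note: 0% = DMSO with enzyme and 100% = enzyme fully blocked by orthovanadate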
hDAT+cocaine: changed hDAT dopamine uptake under cocaine IC80, either direction, primary screen, cocaine antagonist project, cell-based, LLC-PK1 hDAT, [14C]-dopamine uptake, MLSMR; Sodium-dependent dopamine transporter (Homo sapiens), Q01959; LLC-PK1 hDAT cells, [14C]-dopamine uptake with cocaine IC80; actives deviate in either direction; B-score at 10 µM; 1.3% of 110,000 active;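 active = Z score or B-score, a plate-position-corrected score, falls beyond the plate's 99.7% confidence bounds, in either direction; inactive = both scores lie inside the 99.7% bounds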;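 note: scored against the spread of the other compound wells on the same plate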
Target sequence (Q01959 whole entry, looked up): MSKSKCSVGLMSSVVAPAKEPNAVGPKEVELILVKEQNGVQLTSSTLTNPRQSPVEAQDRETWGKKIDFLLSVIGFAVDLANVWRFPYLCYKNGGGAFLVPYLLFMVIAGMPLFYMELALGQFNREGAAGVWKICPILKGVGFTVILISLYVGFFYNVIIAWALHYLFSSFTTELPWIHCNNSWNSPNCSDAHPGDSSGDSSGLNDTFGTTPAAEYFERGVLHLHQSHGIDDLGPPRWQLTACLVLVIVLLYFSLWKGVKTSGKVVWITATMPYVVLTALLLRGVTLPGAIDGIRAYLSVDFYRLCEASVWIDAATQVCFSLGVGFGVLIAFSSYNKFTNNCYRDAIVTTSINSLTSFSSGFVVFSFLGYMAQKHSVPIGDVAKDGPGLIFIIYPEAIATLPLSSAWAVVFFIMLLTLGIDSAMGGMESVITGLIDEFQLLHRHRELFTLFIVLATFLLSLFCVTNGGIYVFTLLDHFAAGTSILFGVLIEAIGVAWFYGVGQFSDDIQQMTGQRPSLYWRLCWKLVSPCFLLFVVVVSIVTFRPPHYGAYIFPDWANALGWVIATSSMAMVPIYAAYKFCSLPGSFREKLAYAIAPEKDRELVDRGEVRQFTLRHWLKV
cytoskel mod: modifiers of F-actin cytoskeleton organization, primary screen, imaging, HUVEC, phalloidin staining, high-content imaging; inhibition, % at 2 µM; HUVEC TNFa F-actin phalloidin imaging; 0.18% of 91,000 active;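 active = inhibition above the batch mean plus 3 SD and confirmed as a hit by visual image inspection, cut at about 30% in these data, passing the limit was not always enough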; note: strong numbers were not always called active
HUVEC tox TNFa: cytotoxicity in TNFa-stimulated HUVEC, primary screen, cytotoxicity control for VCAM1 expression modulator project, imaging, Hoechst nuclei count | 0.17% of 93,000 active | HUVEC TNFalpha-stimulated, Hoechst cell count | cell count reduction, % at 2 µM;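 active = cell count reduction exceeding the screen mean by over 5 SD, scaled to untreated wells per plate, cut at about 78% in these data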;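 note: cells counted after 24 h of TNF alpha exposure following the 1 h pretreatment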
An asterisk follows results filed as active; / = no result given; [ ] = another dose, or the depositor's remark. Some of the compounds tested, so the mix of outcomes need not match the whole.

Under each structure: MT1-MMP txn act	IL1B cytotox	Smad3 FoxH1 inh	VCAM1 TNFa inh	Candida biofilm	LYP inh 2	hDAT+cocaine	cytoskel mod	HUVEC tox TNFa
(1) Cc1ccc(C(=O)N2CCCC2)cc1Br
    1	-10	12	14	7	11	-0.098	15	-25
(2) O=C(CCC1N=C2c3ccccc3N=C(SCc3ccccc3Cl)N2C1=O)NCc1ccco1 (stereo unspecified)
    1.1	-80	-3	-15	2	-4	0.98	/	-19
(3) C/C(=N\NS(=O)(=O)c1ccc(Cl)c([N+](=O)[O-])c1)c1ccc(C)o1
    1.1	-18	-9	5	1	2	1.7	-4	-20
(4) COc1ccc(-c2c(C)n([O-])c3c([n+]2=O)CCCC3)c(OC)c1
    1.1	9	-6	-13	7	-2	-0.24	0	-12
(5) Cc1cccc(OCc2nnc(SCC(=O)OC3CCCCC3)o2)c1
    1.3	/	-3	/	9	/	-0.59	/	/
(6) CCCCOCCCNC(=O)CCCOc1ccccc1
    1.1	93*	4	16	7	-3	-0.98	-4	-1
(7) COc1ccc(NC(=S)NC(NC(=O)c2cccc(Cl)c2)C(Cl)(Cl)Cl)c([N+](=O)[O-])c1 (stereo unspecified)
    1.1	-20	-5	-1	4	4	0.24	14	-11
(8) C=CCNC(=O)c1c(N)n(-c2cccc(S(N)(=O)=O)c2)c2nc3ccccc3nc12
    1.1	-3	16	-18	6	9	0.33	6	-20
(9) COc1ccc(-n2c(=O)[nH]cc(C(=O)Nc3ccc(NC(C)=O)cc3)c2=O)cc1
    1.1	2	-1	-13	1	2	-0.17	13	-17
(10) COc1ccc(C(=O)NC(=S)Nc2ccccc2N2CCN(S(C)(=O)=O)CC2)cc1OC
    /	2	/	-1	/	-9	0.0027	8	-27
(11) CC(=O)NC(Cc1c[nH]c2ccccc12)C(=O)N1CCc2ccccc2C1 (stereo unspecified)
    1.7	-8	14	-2	13	-4	-0.81	-11	-26
(12) O=C(Cn1c(=O)oc2cc(S(=O)(=O)N3CCCC3)ccc21)N1CCN(c2ccccc2)CC1
    /	1	-5	2	10	-1	0.64	0	-23
(13) CC(C)(C)NC(=O)c1ccc(COc2ccccc2Br)o1
    1.1	18	8[fluorescence artefact?]	-24	6	-3	1.5	6	12
(14) Cc1ccc(N(CC(=O)Nc2ccccc2-c2ccccc2)S(=O)(=O)c2ccccc2)cc1
    /	1	/	-3	/	6	0.01	16	-12
(15) CCOC(=O)c1c(C)cccc1OCC(N)=O
    1.1	-6	8	8	-7	-4	0.7	-3	-30
(16) CCOc1ccc(Nc2ncnc3c2cnn3Cc2ccccc2)cc1
    1	7	-16	-4	-2	-3	1.1	19	-10
(17) Cc1nc(SCC(=O)N2CCN(c3ccccc3)CC2)c2oc3ccccc3c2n1
    1.1	-15	18	-13	4	-6	0.26	0	-23
(18) COc1cc2nc3c4ccccc4n(CC#N)c3nc2cc1OC
    0.8	25	6[fluorescence artefact?]	6	3	-1	0.14	35	-10
(19) COc1ccc(C(C(=O)NC2CCCC2)N(CCN2CCOCC2)C(=O)c2ccc(OC)c(OC)c2)cc1 (stereo unspecified)
    1.1	-40	0	0	4	-2	-0.72	12	-32
(20) Cc1ccc(Nc2nc(N)nc(CSc3nccn3C)n2)cc1
    0.9	-26	10	17	6	14	1	12	27
(21) CCOc1ccc(C(=O)NC2CCN(S(C)(=O)=O)CC2)cc1
    1.2	24	2	2	3	-1	-1.4	-9	-15
(22) Nc1nc2nc(-c3ccc(Cl)cc3)cc(C(F)(F)F)n2n1
    0.8	13	-4	10	-6	-1	0.024	1	1
(23) Cc1cc2oc(=O)cc(CN3CCN(Cc4ccccc4)CC3)c2cc1Cl
    1.1	-23	-6	-38	1	-7	0.53	-13	-20
(24) CCOc1ccccc1Nc1cc(C)nc2nc(C)nn12
    1.2	/	3	/	8	/	-0.051	/	/
(25) Cc1cnc2cc(Cl)c(Cl)cc2n1
    1.1	14	11	-14	4	0	-1.4	10	-5
(26) CC(=O)Nc1cc(NC(=O)C2C3C=CC(C3)C2C(=O)O)ccc1Cl (stereo unspecified)
    1.1	2	-1	4	-5	3	-0.2	15	-38
(27) CC1CN(c2nc3c(c(=O)n(C)c(=O)n3C)n2Cc2c(F)cccc2Cl)CC(C)O1 (stereo unspecified)
    1	/	-1	/	7	/	0.56	/	/
(28) CCCOc1ccc(OCC(=O)c2[nH]c(C)c(C(C)=O)c2C)cc1
    /	-6	/	23	/	4	-0.98	-14	-5
(29) Cc1cccc(N(CC(=O)NC2CCCC2)C(=O)CS(=O)CC(=O)Nc2ccc3c(c2)OCO3)c1 (stereo unspecified)
    1.1	/	1	/	3	/	0.47	/	/
(30) O=C(Nc1cc(C(F)(F)F)ccc1N1CCCC1)c1ccc2c(c1)OCO2
    1.1	-25	3	-10	4	1	-0.049	1	-19

31. O=C(Cn1c(=O)oc2cc(S(=O)(=O)N3CCCCCC3)ccc21)NC1CCCCCCC1
32. C/C(=N\NC(=O)c1cccc(F)c1)c1ccc(Br)s1
33. CC(=O)c1sc(NC(=O)c2ccccc2F)nc1C
34. COC(=O)c1ccccc1NC(=O)c1nc2nc(C)cc(C)n2n1
35. CCC(C)NC(=O)CSc1nc2ccccc2c(=O)n1Cc1ccc(OC)cc1 (stereo unspecified)
36. CC(C)N1C(=O)C2C(C(=O)NCc3ccccc3)C3C=CC2(O3)C1C(=O)NC(C)(C)C (stereo unspecified)
37. CCN(CC(=O)NC(=O)NC1CCCCC1)Cc1nc2ccccc2c(=O)[nH]1
38. Cc1ccccc1-c1nc(CN2CCC(C(=O)NCCCN3CC(C)CC(C)C3)CC2)c(C)o1 (stereo unspecified)
assay / entry,31,32,33,34,35,36,37,38
MT1-MMP txn act,1.1,/,0.7,1.1,/,1.2,1,1
IL1B cytotox,-4,-111,11,-11,4,-14,-9,4
Smad3 FoxH1 inh,-5,/,11,11,1,-11,2,-6[fluorescence artefact?]
VCAM1 TNFa inh,-3,-2,-15,6,-17,-1,-4,43*
Candida biofilm,7,/,4,0,7,4,5,0
LYP inh 2,7,-1,-10,0,-8,-14,25*,1
hDAT+cocaine,-0.058,-0.95,0.16,-0.0049,-0.97,-0.68,0.46,-0.57
cytoskel mod,-1,-16,-4,-7,2,3,5,-36
HUVEC tox TNFa,-30,-25,25,-11,-36,-18,6,-8

Screen by screen, from the results shown:
LYP inh 2, compounds 18–28: -1, -2, 14, -1, -1, -7, /, 0, 3, /, 4

Remaining list, next part.
39. CC1CCN(S(=O)(=O)c2cccc(C(=O)NCc3cccs3)c2)CC1
40. CC(=O)c1cc2c(cc1NC(=O)CN1CCCCCCC1)OCO2
41. CCC1(C)Cc2c(sc3[nH]c(=O)[nH]c(=O)c23)CS1 (stereo unspecified)
42. COCCn1c(C)cc(C(=O)CSc2n[nH]c(N)n2)c1C
43. CCCNS(=O)(=O)c1ccc(OCC(=O)NCc2ccc3c(c2)OCO3)cc1
44. N#CCSc1nnc(-c2ccccc2)c(-c2ccccc2)n1
45. C=CCN=C1SC(CC)C(=O)N1S(=O)(=O)c1ccc(C)cc1 (stereo unspecified)
46. Cc1ccc(Nc2nc(N)nc(CSc3nccn3C)n2)c(C)c1
assay / entry,39,40,41,42,43,44,45,46
MT1-MMP txn act,1.1,1.2,1,1.2,1,1.1,1.3,1.4
IL1B cytotox,11,-13,-7,3,7,-14,4,-3
Smad3 FoxH1 inh,6,12,9,-12,-7,/,-11,17[fluorescence artefact?]
VCAM1 TNFa inh,-10,6,-27,-21,9,19,-9,4
Candida biofilm,3,5,8,-3,6,/,1,6
LYP inh 2,3,-9,-6,4,3,-2,-4,-9
hDAT+cocaine,0.57,0.42,0.18,0.5,-1.7,-0.27,0.82,-0.03
cytoskel mod,-2,-35,-3,-12,40,17,-8,3
HUVEC tox TNFa,-5,-8,7,-21,-26,-14,19,-10

Single records (already shown). Values in the order: MT1-MMP txn act, IL1B cytotox, Smad3 FoxH1 inh, VCAM1 TNFa inh, Candida biofilm, LYP inh 2, hDAT+cocaine, cytoskel mod, HUVEC tox TNFa
COCCn1c(C)cc(C(=O)CSc2n[nH]c(N)n2)c1C is listed as 1.2, 3, -12, -21, -3, 4, 0.5, -12, -21
O=C(Cn1c(=O)oc2cc(S(=O)(=O)N3CCCCCC3)ccc21)NC1CCCCCCC1 is listed as 1.1, -4, -5, -3, 7, 7, -0.058, -1, -30
COc1ccc(-c2c(C)n([O-])c3c([n+]2=O)CCCC3)c(OC)c1 is listed as 1.1, 9, -6, -13, 7, -2, -0.24, 0, -12
CCCNS(=O)(=O)c1ccc(OCC(=O)NCc2ccc3c(c2)OCO3)cc1 is listed as 1, 7, -7, 9, 6, 3, -1.7, 40, -26

(continued)
47. COc1ccccc1C1CC(c2cccs2)=Nc2ccccc2S1 (stereo unspecified)
48. Cc1ccc(S(=O)(=O)N2CCCC2C(=O)n2nc(C)cc2C)cc1 (stereo unspecified)
49. O=C(Oc1ccccc1)c1ccc2nsnc2c1
50. COc1cc2[nH]c(=O)n(CCCCCC(=O)NCCc3c[nH]c4ccccc34)c(=O)c2cc1OC
51. CCCCC(=O)Nc1nc(C)c(-c2csc(Nc3cc(OC)ccc3OC)n2)s1
52. O=C(Nc1nnc(C2CC2)s1)c1cc(S(=O)(=O)N2CCN(c3ccccc3)CC2)ccc1Cl
53. O=C(c1cc(=O)[nH]c2ccccc12)N1CCN(S(=O)(=O)c2ccc3ccccc3c2)CC1
54. Cc1cccc(N2CSC3=C(C#N)C(c4ccc(C)o4)CC(=O)N3C2)c1 (stereo unspecified)
assay / entry,47,48,49,50,51,52,53,54
MT1-MMP txn act,2.1*,1.4,1.1,1,/,1.1,1.1,1.4
IL1B cytotox,-14,13,10,-6,-6,-8,/,-9
Smad3 FoxH1 inh,-3,0[fluorescence artefact?],-3,13,/,-3,3,8
VCAM1 TNFa inh,15,6,20,8,-10,6,-2,1
Candida biofilm,2,1,-1,-5,/,5,1,10
LYP inh 2,2,5,4,-4,-1,-7,-5,14
hDAT+cocaine,-0.66,/,0.0045,0.82,2,0.57,0.46,-0.23
cytoskel mod,1,0,-5,4,-7,1,-21,0
HUVEC tox TNFa,-1,19,-14,-16,2,-4,-10,-3

55. CSc1cccc(NC(=O)c2nnn(Cc3ccccc3)c2N)c1
56. Cc1ccc(C2=[N+]([O-])C3(CCCCC/C3=N\NC(N)=S)N(O)C2(C)C)o1 (stereo unspecified)
57. Cc1cccc(NC(=O)c2sc3nc(-c4ccc(F)cc4)cn3c2C)n1
58. Cc1ccccc1NC(=O)C1(NC(=O)c2cccc(N3C(=O)CSC3c3ccccc3)c2)CCCCC1 (stereo unspecified)
assay / entry,55,56,57,58
MT1-MMP txn act,1.1,1.1,1.1,/
IL1B cytotox,5,12,-24,6
Smad3 FoxH1 inh,0,10,-340[fluorescence artefact?],/
VCAM1 TNFa inh,-3,6,-9,2
Candida biofilm,-2,5,4,/
LYP inh 2,-6,-2,11,6
hDAT+cocaine,0.17,/,0.72,-0.81
cytoskel mod,8,-29,2,10
HUVEC tox TNFa,-11,/,-40,-12

Screening results deposited in PubChem BioAssay by several laboratories.
